Bioassay records (PubChem BioAssay)
HTR1A agonist – activates the human 5-HT1a serotonin receptor | CHO 5-HT1a Ga15 NFAT-bla reporter, FRET ratio; 0% basal, 100% maximal reference agonist | 65,000 compounds, 0.56% hits | P08908 | activation, % at 10 µM;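 active = activation above the screen-wide mean activation plus 3 SD, cut at about 19% in these data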;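 also: 0% = DMSO wells and 100% = 5-CT at EC100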
Target sequence (P08908 whole entry, looked up): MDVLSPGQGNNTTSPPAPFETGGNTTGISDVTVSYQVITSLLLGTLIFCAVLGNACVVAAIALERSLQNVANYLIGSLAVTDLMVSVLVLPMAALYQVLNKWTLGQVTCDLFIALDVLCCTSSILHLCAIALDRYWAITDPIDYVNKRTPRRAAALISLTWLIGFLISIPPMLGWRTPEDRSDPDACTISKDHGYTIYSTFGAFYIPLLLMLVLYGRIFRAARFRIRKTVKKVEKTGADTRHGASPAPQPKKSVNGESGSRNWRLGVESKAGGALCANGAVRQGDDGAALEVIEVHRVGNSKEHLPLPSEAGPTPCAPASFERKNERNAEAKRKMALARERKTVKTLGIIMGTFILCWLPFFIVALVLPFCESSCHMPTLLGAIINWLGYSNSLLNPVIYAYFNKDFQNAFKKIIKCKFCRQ
5-HT1A blocker – 5-HT1a (human) receptor antagonism; P08908; CHO 5-HT1a Ga15 NFAT-bla reporter, antagonist mode; inhibition, % at 10 µM; 62,000 compounds, 0.68% hits; AID 612;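 active = inhibition above the mean of all tested compounds plus 3 SD, cut at about 43% in these data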;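 also: receptor stimulated by 5-CT agonist at 100 nM near EC80; beta-lactamase reporter measured by ratiometric fluorescence of a cleavable substrate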
Jurkat viability – reduces viability or proliferation of Jurkat cells; AID 463; Jurkat E6.1 viability, ATP luminescence, 48 h; inhibition, % at 4 µM; 56,000 compounds, 1.2% hits;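 active = inhibition above the mean inhibition of all tested compounds plus 3 SD, cut at about 28% in these data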
S1P1 ag-PAM – activates or potentiates agonism at human S1P1 receptor; P21453; S1P1 CRE-bla cells, forskolin, beta-lactamase FRET, potentiator mode; S1P1 agonist co-added at EC20, 2 nM; 100% = saturating reference agonist, 0% = basal; activation, % at 9.5 µM; 56,000 compounds, 0.57% hits; AID 449;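 active = activation above a cutoff set at the mean activation of all tested compounds plus 3 SD, cut at about 54% in these data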;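 also: forskolin at 4 µM as EC80 and the EC20 agonist is SEW2871; 100% = SEW2871 at its EC100 plus forskolin at EC80; some compounds past the cut are filed as inactive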
S1P3 ag – agonists of human S1P3 receptor; Q99500; S1P3 NFAT-BLA reporter cells, agonism, FRET ratio; relative to 1 µM S1P, basal subtracted; activation, % at 4.5 µM; 60,000 compounds, 0.1% hits;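 active = activation above the screen-wide mean plus 3 SD, cut at about 4.5% in these data, passing the limit was not always enough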; also: some compounds called inactive have numbers as strong as hits
Target sequence (Q99500 whole entry, looked up): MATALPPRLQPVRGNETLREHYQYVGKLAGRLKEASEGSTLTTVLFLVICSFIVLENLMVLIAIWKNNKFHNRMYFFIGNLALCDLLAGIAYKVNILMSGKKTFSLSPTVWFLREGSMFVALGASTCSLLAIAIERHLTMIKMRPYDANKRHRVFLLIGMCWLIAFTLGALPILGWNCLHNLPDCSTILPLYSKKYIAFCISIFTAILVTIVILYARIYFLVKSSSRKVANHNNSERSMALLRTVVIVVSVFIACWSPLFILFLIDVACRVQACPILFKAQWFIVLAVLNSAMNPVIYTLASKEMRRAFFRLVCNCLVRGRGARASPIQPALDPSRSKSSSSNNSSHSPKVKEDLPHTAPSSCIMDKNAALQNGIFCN
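Benchmarks: high control 1 µM S1P / System: stable CHO line with human S1P3, Gα16, NFAT-BLA reporter / Dosing: single compound concentration, 4.5 µM final / Timing: 4 h compound at 37 °C, 2 h substrate at RT / Measured by: FRET β-lactamase substrate fluorescence, excitation 405 nm, 460/535 nm emission ratio, background-subtracted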
5HT1E ag – agonists of human 5-HT1E serotonin receptor | P28566 | CHO 5-HT1E Ga15 NFAT-bla reporter, FRET; 0% DMSO wells, 100% control agonist wells | activation, % at 6 µM | 65,000 compounds, 0.69% hits;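 active = activation above a set limit, the screen-wide mean activation plus 3 SD, cut at about 8.5% in these data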;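 also: 100% = positive control agonist at 1 µM giving full maximal response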
M1 ag – activates the M1 muscarinic receptor; B-score at 10 µM; 64,000 compounds, 3% hits; CHO-M1 cells, Fluo-4 calcium fluorescence, agonist mode; active compounds read high;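 active = fluorescence rise, raw or as B-score row- and column-corrected plate score, outside the 99.7% band of its plate's samples, either direction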
M1 antagonist – antagonists of rat M1 muscarinic receptor; P08482; CHO-M1 cells, Fluo-4 calcium, ACh EC80 antagonist mode; active compounds read low; B-score at 10 µM; 64,000 compounds, 3.4% hits;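 active = calcium fluorescence response, raw or row-and-column corrected B-score, differing from the plate sample mean either way at a set confidence level, mostly lower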
HTR1E antagonist – antagonists of human 5-HT1E serotonin receptor; P28566; 65,000 compounds, 0.99% hits; inhibition, % at 6 µM; CHO 5-HT1E Ga15 NFAT-bla reporter, FRET, antagonist;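 active = inhibition above a set limit, the mean inhibition across every tested compound plus 3 SD, cut at about 29% in these data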;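 also: signal is the 460 over 535 nm emission ratio of beta-lactamase substrate; 0% = agonist plus DMSO wells and 100% = wells without agonist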
The depositor's hits bear a star; · = not tested or not shown.

Assay codes: A = HTR1A agonist; B = 5-HT1A blocker; C = Jurkat viability; D = S1P1 ag-PAM; E = S1P3 ag; F = 5HT1E ag; G = M1 ag; H = M1 antagonist; I = HTR1E antagonist
> CCCc1[nH]nc2c1C(c1ccccc1OCC)C(C#N)=C(N)O2 (configuration not stated)
  A = 0.3	B = 2	C = -2	D = 4	E = 0.9	F = 0.1	G = 0.42	H = 1.3	I = 7

> Cc1ccccc1NC(=O)CN(c1ccc(F)cc1)S(C)(=O)=O
  A = 0.6	B = 11	C = 3	D = ·	E = -0.8	F = 0.3	G = 0.79	H = 1.2	I = 0

> CCN(CC)CCn1c(OC)cc(=O)[nH]c1=O
  A = -2.3	B = -8	C = 0	D = -12	E = -1.3	F = -1.9	G = -0.051	H = -2.4*	I = 3

> Cn1c(=O)c2c(ncn2CC(=O)Nc2ccc(Cl)cc2Cl)n(C)c1=O
  A = -0.7	B = -19	C = -6	D = -12	E = -0.2	F = -0.3	G = -0.28	H = -0.48	I = -2

> O=C(Nc1nnc(C2CCCCC2)s1)c1ccc(Br)s1
  A = -2.2	B = -8	C = -3	D = 12	E = -0.4	F = -0.8	G = -0.53	H = 1	I = -4

> CCOC(=O)c1ccccc1NC(=O)CSc1nnc(Cc2cccn2C)n1-c1ccc(C)cc1
  A = -2.2	B = 18	C = 2	D = -52	E = -0.3	F = 1.6	G = 0.6	H = 0.9	I = 4

> CC1N/C(=C\C(=O)c2ccccc2)N(O)C1(C)C (configuration not stated)
  A = 0.4	B = -12	C = -4	D = -12	E = -0.4	F = 0.2	G = 0.0067	H = -0.44	I = -3

> Cc1cc(C)cc(-n2cc3c(=O)n(C)c(=O)n(C)c3c2)c1
  A = -3.7	B = -16	C = -2	D = -41	E = -0.1	F = 0.9	G = 0.028	H = -0.11	I = 5

> N#CC1=C(SCc2ccccc2)NC(=O)CC1c1ccco1 (configuration not stated)
  A = -0.8	B = -5	C = 7	D = 4	E = -0.6	F = -0.5	G = 4.3*	H = -0.46	I = 7

> CCn1cc(C(=O)NC2CCCC2)c(=O)c2cc(S(=O)(=O)N3CCOCC3)ccc21
  A = 0.2	B = -8	C = -6	D = -2	E = -0.7	F = -1.0	G = -0.46	H = -0.16	I = -2

> O=c1c(-c2ccc(Cl)cc2)[n+]([O-])c2ccccc2n1O
  A = -3.8	B = ·	C = ·	D = -1	E = -0.2	F = -0.6	G = 28*	H = -0.71	I = 6

> CCCn1c(NCc2ccc(N(C)C)cc2)nc2ccccc21
  A = -5.5	B = 24	C = 10	D = -10	E = -1.1	F = 0.6	G = 0.37	H = -0.0055	I = -4

> O=C(COc1ccccc1Cl)OCC(=O)N1CCN(S(=O)(=O)c2ccccc2)CC1
  A = 0.2	B = -17	C = -1	D = -2	E = 0.9	F = 0.1	G = -0.87	H = 0.29	I = -11

> Oc1ccccc1-c1cc(-c2ccc3c(c2)OCCO3)n[nH]1
  A = 0.7	B = 18	C = ·	D = ·	E = ·	F = 0.1	G = -0.021	H = 0.38	I = -3

> CCOC(=O)c1c(C)n(C)c2ccc(OC)c(NS(=O)(=O)c3ccc(Cl)s3)c12
  A = 1.6	B = 1	C = 1	D = -9	E = 0.8	F = -0.1	G = ·	H = ·	I = 5

> Cc1[nH]c2ccccc2c1C(O)CN1CCN(c2cccc(C(F)(F)F)c2)CC1 (configuration not stated)
  A = 46*	B = 37	C = 13	D = 24	E = -1.5	F = 14*	G = 1.2	H = -0.38	I = 11

> CCn1c(SCC(=O)Nc2ccc(Cl)cc2)nnc1C1CC1
  A = -1.2	B = 3	C = 4	D = 14	E = -0.9	F = 0.1	G = -0.71	H = 0.047	I = -5

> CCCc1ccc(-c2ccc(C(=O)O)cc2)nc1
  A = -0.1	B = 4	C = 6	D = 4	E = -1.3	F = -0.1	G = -0.74	H = -0.065	I = -3

> O=C1C2ON(c3ccccc3)C(c3ccncc3)C2C(=O)N1c1ccccc1 (configuration not stated)
  A = 0.1	B = ·	C = ·	D = -1	E = -2.6	F = 0.1	G = -0.81	H = 0.72	I = -9

> COc1cccc(C2CC(c3c(F)cccc3Cl)n3nc(N)nc3N2)c1 (configuration not stated)
  A = -4.0	B = -5	C = -3	D = -41	E = -0.7	F = 0.9	G = 0.02	H = 0.43	I = -4

> O=C(Nc1ccon1)c1ccc(Cl)s1
  A = -2.6	B = 3	C = 2	D = -16	E = -0.6	F = -0.7	G = 0.83	H = -0.00079	I = 0

> CC1CCN(C(=O)CSc2nc3c(cnn3-c3ccccc3)c(=O)[nH]2)CC1
  A = -0.2	B = -2	C = -2	D = -13	E = 0.0	F = 0.6	G = 0.55	H = 0.01	I = 4

> O=C(c1cnn2c(C(F)(F)F)cc(-c3ccccc3)nc12)N1CCOCC1
  A = -4.5	B = -19	C = -1	D = -45	E = -0.5	F = -1.0	G = ·	H = ·	I = -1

> CC(C)OC(=O)c1cn(-c2ccccc2)nc1-c1ccco1
  A = -0.6	B = 32	C = -8	D = ·	E = -1.1	F = 0.7	G = 4.4*	H = -1.1	I = 2

> CCOC(=O)C(CC)n1cnc2c(cnn2-c2ccc(Cl)cc2)c1=O (configuration not stated)
  A = -0.2	B = 2	C = -2	D = 6	E = 0.0	F = 0.2	G = 55*	H = -6.2*	I = 3

> CCOC(=O)NCc1ccc2[nH]c(C)cc2c1
  A = 3.1	B = -12	C = -5	D = -4	E = -0.3	F = -0.7	G = 0.55	H = 0.2	I = 4

> COc1ccc(CN2CCN(C(=O)CC(C)C)CC2)c2ccccc12
  A = 0.2	B = -6	C = -1	D = ·	E = 0.1	F = 1.6	G = 0.4	H = -0.13	I = 3

Printed as active in 5HT1E ag, of those listed so far:
Compound	HTR1A agonist	5-HT1A blocker	S1P1 ag-PAM	S1P3 ag	5HT1E ag	M1 ag	M1 antagonist	HTR1E antagonist
Cc1[nH]c2ccccc2c1C(O)CN1CCN(c2cccc(C(F)(F)F)c2)CC1 (configuration not stated)	46*	37	24	-1.5	14*	1.2	-0.38	11

Sorted by length of the SMILES (ascending): some entries from above
Assay codes: A = HTR1A agonist; B = 5-HT1A blocker; C = Jurkat viability; D = S1P1 ag-PAM; E = S1P3 ag; F = 5HT1E ag; G = M1 ag; H = M1 antagonist; I = HTR1E antagonist
> CCOC(=O)NCc1ccc2[nH]c(C)cc2c1
  A = 3.1	B = -12	C = -5	D = -4	E = -0.3	F = -0.7	G = 0.55	H = 0.2	I = 4

> O=C(Nc1nnc(C2CCCCC2)s1)c1ccc(Br)s1
  A = -2.2	B = -8	C = -3	D = 12	E = -0.4	F = -0.8	G = -0.53	H = 1	I = -4

> CCCn1c(NCc2ccc(N(C)C)cc2)nc2ccccc21
  A = -5.5	B = 24	C = 10	D = -10	E = -1.1	F = 0.6	G = 0.37	H = -0.0055	I = -4

> CCn1c(SCC(=O)Nc2ccc(Cl)cc2)nnc1C1CC1
  A = -1.2	B = 3	C = 4	D = 14	E = -0.9	F = 0.1	G = -0.71	H = 0.047	I = -5

> Cc1cc(C)cc(-n2cc3c(=O)n(C)c(=O)n(C)c3c2)c1
  A = -3.7	B = -16	C = -2	D = -41	E = -0.1	F = 0.9	G = 0.028	H = -0.11	I = 5

> COc1cccc(C2CC(c3c(F)cccc3Cl)n3nc(N)nc3N2)c1 (configuration not stated)
  A = -4.0	B = -5	C = -3	D = -41	E = -0.7	F = 0.9	G = 0.02	H = 0.43	I = -4

> CC1CCN(C(=O)CSc2nc3c(cnn3-c3ccccc3)c(=O)[nH]2)CC1
  A = -0.2	B = -2	C = -2	D = -13	E = 0.0	F = 0.6	G = 0.55	H = 0.01	I = 4

> CCOC(=O)c1ccccc1NC(=O)CSc1nnc(Cc2cccn2C)n1-c1ccc(C)cc1
  A = -2.2	B = 18	C = 2	D = -52	E = -0.3	F = 1.6	G = 0.6	H = 0.9	I = 4
